EPAC2 agonist: activates human EPAC2 exchange factor; 0.079% of 360,000 active; Potency, µM (highest dose often 154 µM), for inactives: at the top dose activation, hits mostly activators; EPAC2 activation, biochemical qHTS; response scale: 100% = 6.5 mM cAMP response; Q8WZA2; AID 720711; also: potency is read from the fitted curve at half-maximal effect; nearly all actives have a fitted effect of over 50% in size
Target sequence (Q8WZA2 whole entry, looked up): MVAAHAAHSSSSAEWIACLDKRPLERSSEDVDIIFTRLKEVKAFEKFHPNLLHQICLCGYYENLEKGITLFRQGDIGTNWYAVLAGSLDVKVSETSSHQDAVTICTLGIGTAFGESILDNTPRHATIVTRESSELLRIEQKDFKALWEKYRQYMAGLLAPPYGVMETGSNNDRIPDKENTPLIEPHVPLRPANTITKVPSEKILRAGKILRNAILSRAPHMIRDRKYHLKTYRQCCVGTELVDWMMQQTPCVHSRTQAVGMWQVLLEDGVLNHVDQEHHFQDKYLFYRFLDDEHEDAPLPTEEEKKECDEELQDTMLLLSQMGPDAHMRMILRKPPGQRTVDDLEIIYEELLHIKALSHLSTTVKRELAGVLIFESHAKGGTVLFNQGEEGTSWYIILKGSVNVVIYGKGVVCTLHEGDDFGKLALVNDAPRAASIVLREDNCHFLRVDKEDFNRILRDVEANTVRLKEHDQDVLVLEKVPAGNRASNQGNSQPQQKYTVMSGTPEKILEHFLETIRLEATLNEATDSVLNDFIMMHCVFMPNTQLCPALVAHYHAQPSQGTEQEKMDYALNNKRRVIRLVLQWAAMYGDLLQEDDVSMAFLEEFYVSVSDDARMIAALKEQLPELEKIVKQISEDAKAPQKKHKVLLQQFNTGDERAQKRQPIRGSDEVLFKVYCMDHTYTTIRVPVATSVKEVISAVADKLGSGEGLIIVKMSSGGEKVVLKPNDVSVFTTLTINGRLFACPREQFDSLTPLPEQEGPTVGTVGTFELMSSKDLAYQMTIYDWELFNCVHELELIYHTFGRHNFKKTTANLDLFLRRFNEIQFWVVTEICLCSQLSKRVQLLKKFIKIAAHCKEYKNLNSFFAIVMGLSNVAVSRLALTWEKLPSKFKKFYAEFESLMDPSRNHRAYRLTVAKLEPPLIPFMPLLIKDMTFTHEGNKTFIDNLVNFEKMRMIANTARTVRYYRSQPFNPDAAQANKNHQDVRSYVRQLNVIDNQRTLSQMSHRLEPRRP
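Nucleotide exchange monitored as fluorescence drop when BODIPY-GDP leaves Rap1B. Reaction: 100 nM EPAC2, 250 nM RAP1B-BODIPY-GDP, 50 uM GDP, room temperature, kinetic read over 30 min. Activity expressed relative to 6.5 mM cAMP.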
D3 ag: activates the human D3 dopamine receptor | max activation, % | 0.58% of 410,000 active | D3R DiscoveRx beta-arrestin cells, luminescence, 90 min | P35462 | AID 652048; in the data active = max activation above about 30%; also: 0% is about no effect; mostly tested at two doses, the higher about 12 µM
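Agonist-mode cell screen: cells plated at 1500/well and incubated overnight at 37 °C, then exposed to library compounds for 90 min at 37 °C. Detection reagent was added for 30–60 min at room temperature, and luminescence was read.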
DRD3 antagonist: antagonists of human D3 dopamine receptor | P35462 | D3R cells, DiscoveRx beta-arrestin luminescence, antagonist mode; active compounds read low | 2.5% of 360,000 active | AID 652054 | max response, negative = inhibition, %; in the data active = max response below about -50%; inconclusive = no clear call, values can overlap the other calls; also: % is scaled to controls: 0 for no effect and ±100 for the full control effect; mostly tested at two doses, the higher about 12 µM
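Cells expressing the human receptor were seeded at 1500 cells/well, incubated overnight at 37 degrees C in 5% CO2, then exposed to library compounds with dopamine controls for 90 minutes at 37 degrees C before luminescent detection.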
CCT modulator: cytosolic chaperonin activity modulation; activity change, % (test concentration not listed), hits read low; AID 651819; purified chaperonin ATPase assay, HTRF ADP detection, 30 min; 0.3% of 360,000 active; in the data active = activity change below about -30%; also: % is scaled to controls: 0 for no effect and ±100 for the full control effect
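ATPase activity: ADP formed was measured by HTRF Transcreener (665/615 nm ratio) after 30 min at 37 deg C with 10 uM ATP. Compounds screened at one 76 uM concentration against 40 or 20 nM TRiC in Tris pH 7.4/KCl/MgCl2/DTT buffer.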
pAkt inh: Akt phosphorylation inhibition | Neuro2A IGF-stimulated pAkt S473 HTRF, 20 min; active compounds read low | activity change, % for hits at 50 µM | 0.32% of 360,000 active | AID 651550; in the data active = activity change below about -80%; inconclusive = mostly about -51% to -80%; also: % is scaled to controls: 0 for no effect and ±100 for the full control effect
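Neuro2A cells (4,500/well, DMEM with 0.5% FBS) were treated with compound at a single 50 µM final concentration, stimulated with 6 nM IGF for 20 min at 37 °C, and lysed. Phospho-Akt Ser473 was read by HTRF as 665/615 ratio ×10^4.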
PTHR1 agonist: agonists of human PTHR1 parathyroid hormone receptor; HEK293 GP2 PTHR1 cells, GloSensor cAMP luminescence, 1 h; AID 743266; Potency, µM (top dose mostly 115 µM), for the others: top-dose activation, hits mostly activators; 0.075% of 410,000 active; also: potency is read from the fitted curve at half-maximal effect; nearly all actives have a fitted effect of over 55% in size; some results filed as inactive show a strong effect at the top dose; inactives centre near -15; many of its hits are not listed in these tables
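HEK-293-derived GP2 cells expressing PTHR1 and a GloSensor cAMP reporter, 3,000/well, plated overnight, given luciferin plus IBMX (each 0.5 mM as added) for 1 h at 37 °C, then compound for 1 h at 37 °C. Luminescence was read after 15 min at room temperature.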
EPAC2 antag: EPAC2 (human) antagonism; EPAC2 GEF exchange of Rap1B-BODIPY-GDP, fluorescence; 0.18% of 360,000 active; Potency, µM (top dose mostly 114 µM), for inactives: at the top dose activity, negative = inhibition, hits mostly inhibitors; Q8WZA2; also: potency is read from the fitted curve at half-maximal effect; % is scaled to controls: 0 for no effect and ±100 for the full control effect; nearly all actives have a fitted effect of over 45% in size; many of its hits are not listed in these tables
MmCpn inh: M. maripaludis TRiC chaperonin inhibition; purified Mm-Cpn ATPase, ADP Transcreener TR-FRET; Potency, µM (doses to about 76.9 µM), for inactives: at the top dose activity, negative = inhibition, usual class: inhibitors; 0.031% of 330,000 active; AID 504842; also: potency is read from the fitted curve at half-maximal effect; % is scaled to controls: 0 for no effect and ±100 for the full control effect; nearly all actives have a fitted effect of over 80% in size
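ATPase turnover read by TR-FRET ADP competition (Eu cryptate antibody/ADP-d2, 665/590 nm): 10uM ATP final, 25nM Mm-CPN final, 30 min 37degC after 10-min compound preincubation, pH 7.4 Tris/KCl/MgCl2/DTT buffer.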
* = called active by the depositor; i = inactive; ? = inconclusive; . = no result given; [ ] = another dose, or the depositor's remark. Unless noted, calls follow the shape of the dose curve; as a rule, active = well fitted curve in the direction sought with a large enough effect; inconclusive = small, poorly fitted or top-dose-only effect, or another doubt; inactive = no such curve, though single readings can be large; an effect the other way counts as inactive or inconclusive. These rows are one share of the data; rates above refer to the full screens.

SMILES	EPAC2 agonist	D3 ag	DRD3 antagonist	CCT modulator	pAkt inh	PTHR1 agonist	EPAC2 antag	MmCpn inh
COc1cccc(CNC(=S)NC2CCCC2)c1	-7%	6	13	2.7	i	-20%	-7%	-2%
O=C(COC(=O)c1cccnc1)Nc1cccc(Cl)c1	3%	8	-7	1.1	i	-11%	-6%	0%
CC(Oc1ccc(F)cc1)c1nnc(SCC(=O)N(c2ccccc2)C2CCS(=O)(=O)C2)o1 (stereo not drawn)	14%	-6	-2	-2.3	i	-82%[inhibitor]	8%	-1%
CCOC(=O)c1sc(N=NC2=C(O)CC(C)(C)CC2=O)c(C(=O)OCC)c1C	10%	14	4	1.8	i	i	1%	4%
O=C(CCc1cnccn1)NC1CCCc2c1cnn2-c1ccc(F)cc1F (stereo not drawn)	0%	3	5	0.3	i	-6%	-4%	3%
C/C(=N\NC(=O)C(N)=O)c1ccc2c(c1)OCCO2	7%	-3	8	1.6	i	i	1%	2%
CCOc1ccc(-n2c(N)c(C(=O)N3CCN(C)CC3)sc2=S)cc1	6%	-1	-3	-1.6	i	i	8%[57.1 µM]	1%
CCc1cccc(NC(=O)c2sc3nc4n(c(=O)c3c2C)CCC4)c1	5%	6	-5	-3.2	i	-9%	-11%	-1%
COC(=O)c1ccc(-c2ncc(-c3cccc4ccccc34)o2)cc1	7%	-4	10	-1.0	i	i	3%	-3%
Cn1c(SCC(=O)NC2CCCC2)nnc1-c1cccs1	5%	-5	21	1.9	i	i	15%	4%
COc1ccc(NCc2nnc(SCC(=O)Nc3cc(C)cc(C)c3)o2)cc1	-6%	2	-21	0.5	i	-9%[57.5 µM]	-2%	0%
Cc1[nH]ccc(=O)c1Oc1ncc(C(F)(F)F)cc1Cl	5%	4	1	0.3	i	i	2%	2%
C=CCNC(=S)N1CCC(C(=O)c2ccc3c(c2)OCCO3)CC1	-5%	-6	-12	1.3	i	-11%	9%	-1%
COC(=O)NC(=C(Cl)Cl)S(=O)(=O)c1ccccc1	-4%	-11	-26	-2.0	i	i	4%	.
CN(c1ccc(F)cc1)S(=O)(=O)c1ccc(Cl)c(C(=O)OCC(=O)NCc2ccco2)c1	12%	0	-18	-31*	i	-8%	-15%	-2%
COc1ccc(OC)c(-c2nnc3n2N=C(c2ccc(OC)c(OCC4CC4)c2)CS3)c1	9%	.	.	.	.	-27%	-24%	1%
COc1cc2[nH]c(C(=O)Nc3ccc4c(c3)OCCO4)cc2c(OC)c1OC	4%	-20	?	0.5	i	-90%[inhibitor]	-15%	0%
Cc1ccc(CC(CC(=O)O)C(=O)Nc2ccc(Cl)cc2)cc1 (stereo not drawn)	6%	2	-4	-1.3	i	i	2%	3%
O=C1C(=O)N(Cc2ccco2)C(c2cccs2)/C1=C(\O)c1cccc([N+](=O)[O-])c1 (stereo not drawn)	5%	0	19	-1.7	i	-36%[inhibitor]	2%	0%
CC(=O)NC12CC3CC(C1)CC(C(=O)NCC(=O)Nc1c(C)cc(C)cc1C)(C3)C2	7%	9	-14	-1.3	i	?	?	0%
CCN(c1ccccc1)S(=O)(=O)c1ccc(C(=O)N(CCCN(C)C)c2nc3cc4c(cc3s2)OCO4)cc1	22%	-21	-17	-3.1	i	-2%	-3%	0%
C(=N\N1CCOCC1)/c1ccsc1	11%	2	11	-0.5	i	0%	10%	-4%
Cc1onc(CO)c1C(=O)Nc1nccs1	6%	-17	-8	1.7	i	-7%	8%	-1%
NC(=O)CSc1ccc(S(=O)(=O)N2CCOCC2)cn1	8%	-3	5	0.4	i	-4%	7%	-5%
Clc1ccc(-c2csc(N/N=C/c3ccco3)n2)cc1	5%	4	-19	-0.7	i	-73%[inhibitor]	-2%	2%

New compounds follow.
SMILES	EPAC2 agonist	D3 ag	DRD3 antagonist	CCT modulator	pAkt inh	PTHR1 agonist	EPAC2 antag	MmCpn inh
COc1ccc(NC(=O)C2=NNC(=O)CC2)cc1S(=O)(=O)N1CCCCC1	7%	-3	-10	-0.7	i	i	12%	-5%
COC(=O)Cc1[nH]n(-c2ccccc2)c(=O)c1C(C)=Nc1ccccc1	-1%	1	12	2.1	i	i	-10%	2%
Cc1c(C(=O)N(CCO)Cc2ccccc2)oc2c(F)cccc12	10%	-3	3	-1.2	i	-62%[inhibitor]	0%	0%
CC1(C(=O)NC2CCCCC2)CCC(=O)N1Cc1ccc2c(c1)OCO2 (stereo not drawn)	2%	0	-3	-0.1	i	i	3%	0%
COc1ccc(C(=O)NNC(=O)CSc2nnc(-c3cccnc3)n2C)cc1	3%	3	13	1.7	i	0%	-10%	3%
NS(=O)(=O)c1ccc(CNC(=O)c2cc(-c3ccccc3)nc3ccccc23)cc1	-7%	-5	12	0.0	i	-13%	-9%	-5%[15.4 µM]
Cc1cc(=O)c2c(C)nn(-c3ccccc3)c2[nH]1	4%	-4	53	2.3	i	i	7%	-1%
Cc1ccc(S(=O)(=O)N2C[C@H]3n4c(=O)ccc(=O)n4C[C@H](OC(=O)NCc4ccco4)[C@@]3(O)C2)cc1	5%	12	16	0.0	i	i	2%	.
O=C(CSC1=NCCS1)N1CCCCCC1	-3%	4	21	-5.2	i	-22%[57.5 µM]	-4%	-1%
Cc1cccc(C(=O)Oc2ccc(/C=N/O)cc2)c1	19%	-11	12	2.2	.	i	15%	1%
CC(C)OC(=O)CC(=O)CSc1nc2c(cc1C#N)CCC2	-10%	-2	10	0.4	i	i	3%	-5%
COc1cccc(/C=C2\CCC(C3CCCC3)C2=O)c1 (stereo not drawn)	3%	6	-1	1.1	i	-32%[inhibitor]	-18%	4%
COc1ccc(C(=O)NCCc2ccc(F)cc2)cc1OC	6%	-10	0	-3.0	i	i	0%	-15%
CCOC(=O)CC1CCCCN1C(=O)c1ccc2oc(CCc3ccccc3)nc2c1 (stereo not drawn)	4%	-10	21	1.1	i	-88%[inhibitor]	-13%	-2%
COc1cccc(N2CC(NS(=O)(=O)c3cccnc3)CC2=O)c1 (stereo not drawn)	6%	-15	-10	0.7	i	i	22%	0%
CCOC(=O)C1=C(N)OC2=C(C(=O)CC(C)(C)C2)C1c1ccoc1 (stereo not drawn)	0%	-2	17	1.0	i	-1%[57.5 µM]	7%	-1%
COc1ccc(COC(=O)CNC(=O)C2CCCCC2)cc1F	0%	5	10	1.0	i	i	-10%	-10%
Fc1ccc(N/N=C2/CCSc3sccc32)c(F)c1	8%	5	8	-2.4	i	-8%	4%	-2%
CCCSc1nc(O)c(C2OC(=O)c3c2ccc(OC)c3OC)c(=O)n1-c1ccccc1 (stereo not drawn)	-1%	-8	0	0.4	i	i	5%	1%
Cc1cc2ncc(-c3cccc(Cl)c3)cn2n1	-5%	3	6	-2.0	i	i	5%	-2%
CCN(CC)CCNC(=O)c1cc2cc3ccc(OC)cc3nc2o1	2%	-6	-11	0.3	i	i	-6%	-11%
CCn1nc(C(=O)OCc2c(C)noc2C)c2ccccc2c1=O	10%	2	22	-1.0	i	?	-5%	2%
CC(=O)Nc1ccc(NC(=O)CSC2=NS(=O)(=O)c3cc(F)ccc3N2)cc1	0%	-7	-5	-4.5	i	-20%	1%	0%
CCN(CC(=O)Nc1c(F)cccc1F)C(=O)CCCOc1ccccc1	9%	2	14	-3.4	i	-8%	3%	.
CCN(C(=O)c1ccc(C(C)(C)C)cc1)c1nnc(Cn2nnc3ccccc32)s1	-6%	8	1	-1.1	i	-11%	-13%	0%

(further entries)
SMILES	EPAC2 agonist	D3 ag	DRD3 antagonist	CCT modulator	pAkt inh	PTHR1 agonist	EPAC2 antag	MmCpn inh
COCCn1c(C)cc(/C=C2\NC(=S)N(C)C2=O)c1C	0%	0	-24	-1.6	i	-17%	3%	-7%
CCOc1ccc2c(c1)c1nnc(SCC(=O)N3CCCCC3C)nc1n2C (stereo not drawn)	-1%	-1	-11	-2.7	i	-27%	-1%	1%
CC(Oc1ccc(F)cc1)c1ccnc2nc(/N=C/N(C)C)nn12 (stereo not drawn)	5%	7	12	-4.9	i	i	9%	1%
O=C(CSc1nncs1)NC(=O)NCc1ccccc1	6%	-4	-13	-6.6	i	i	10%	-8%
Cc1ccc(S(=O)(=O)N(C)C)cc1NC(=O)CSc1ncn[nH]1	2%	0	4	-1.0	i	-15%	-2%	0%
COC(=O)c1ccccc1SCC(=O)Nc1ccc(N2CCOCC2)cc1	10%	-2	-1	2.4	i	-16%	1%	-3%
CCOC(=O)c1nnc(-c2ccccc2)nc1Oc1ccccc1Cl	1%	-2	2	-0.3	i	-16%	11%	-3%
Cn1c(SCc2cccc(Cl)c2)nc(C(F)(F)F)cc1=O	8%	8	26	-1.5	.	i	0%	0%
CC(C)=NN/C(N)=N/C(=S)Nc1ccc(C)cc1	4%	-10	-11	-7.8	i	i	4%	-4%
OCc1c(Cl)nc2ccccn12	9%	-6	8	-1.6	i	-65%[inhibitor]	3%	-1%
NC(=O)NC(Cc1ccccc1)C(=O)NCC1(N2CCCCC2)CCCCC1 (stereo not drawn)	-1%	-7	-9	-1.1	i	i	19%	1%
C=CCOc1ccc(CNc2nn[nH]n2)cc1	4%	7	25	-0.5	i	-8%	1%	-2%
COC(=O)c1cc(=O)nc(NN=Cc2ccco2)s1	-4%	-7	-20	-0.4	i	i	7%	.
S=c1[nH]nc2nnc3ccccc3n12	2%	-7	?	0.1	i	-9%	-11%	-4%
CC1CC(=O)NN=C1c1ccc(N)c([N+](=O)[O-])c1 (stereo not drawn)	7%	-7	0	0.9	i	i	-1%	1%
Cc1ccc(Cn2c(N/N=C/c3ccncc3)nc3c2c(=O)n(C)c(=O)n3C)cc1	11%	9	-7	-1.7	i	-1%	-2%	-3%
COc1ccc(OC)c(C(C(=O)NC2CCCCC2)N(Cc2ccco2)C(=O)c2ccccn2)c1 (stereo not drawn)	-1%	-2	0	1.5	i	-10%	?	-3%

Part of the list above, with each value named.
molecule: Cc1ccc(Cn2c(N/N=C/c3ccncc3)nc3c2c(=O)n(C)c(=O)n3C)cc1
  EPAC2 agonist: 11%
  D3 ag: 9
  DRD3 antagonist: -7
  CCT modulator: -1.7
  pAkt inh: i
  PTHR1 agonist: -1%
  EPAC2 antag: -2%
  MmCpn inh: -3%

molecule: COc1ccc(OC)c(C(C(=O)NC2CCCCC2)N(Cc2ccco2)C(=O)c2ccccn2)c1 (stereo not drawn)
  EPAC2 agonist: -1%
  D3 ag: -2
  DRD3 antagonist: 0
  CCT modulator: 1.5
  pAkt inh: i
  PTHR1 agonist: -10%
  EPAC2 antag: ?
  MmCpn inh: -3%

High-throughput results (PubChem)
